High-throughput results from PubChem.
mIAP activ = increases mouse intestinal alkaline phosphatase activity. muIAP, CDP-Star luminescence, 30 min; stronger effect = higher value; 1 = vehicle-only enzyme signal, 0 = enzyme-free wells. activation factor at 10 µM. hit rate 0.24% among 330,000. AID 2805;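 active = activation factor of at least 2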; also: the source names both 10 and 20 µM as test concentration; values of inactives mirror those of a sister screen read the other way
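Assay system: mouse IAP enzyme; Reagent: CDP-Star chemiluminescent phosphatase substrate; Compound: DMSO-dissolved test compounds; Incubation: 30 min, room temperature; Technique: luminescence from enzymatic CDP-Star hydrolysis; Controls: DMSO-only wells and no-enzyme negative control.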
APOBEC3A inh = blocks human APOBEC3A ssDNA deamination; inhibition, % at 20 µM; P31941; AID 493011; hit rate 0.41% among 330,000; recombinant A3A, FAM/TAMRA ssDNA deamination fluorescence;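 active = at least 40% inhibition at 20 µM here, with at most 30% in a related deaminase screen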;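 also: plate controls were A3A with DMSO for no effect and wells lacking A3A enzyme for full effect; some results filed as inactive read as strong as hits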
Target sequence (P31941 whole entry, looked up): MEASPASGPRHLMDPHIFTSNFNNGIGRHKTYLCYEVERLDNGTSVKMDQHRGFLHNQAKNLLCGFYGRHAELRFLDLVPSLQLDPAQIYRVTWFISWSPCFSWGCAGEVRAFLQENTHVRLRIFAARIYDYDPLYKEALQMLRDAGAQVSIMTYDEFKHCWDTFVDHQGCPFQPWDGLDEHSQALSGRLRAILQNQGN
hIAP act = human IAP activation; P09923; activation factor at 10 µM; purified human IAP, CDP-Star luminescence, 30 min; stronger effect = higher value; 1 = vehicle-only enzyme, 0 = enzyme-free background; AID 2524; hit rate 0.16% among 330,000;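 active = activation factor of the enzyme at least 2-fold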; also: the source names both 10 and 20 µM as test concentration; values of inactives mirror those of a sister screen read the other way
MPTP inh = blocks calcium-induced mitochondrial swelling. hit rate 1.4% among 360,000. AID 602449. inhibition, % at 10 µM. isolated mouse mitochondria, Ca2+ swelling absorbance, 30 min;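 active = inhibition of 50% or more, scaled per plate between neutral and stimulator controls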;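 also: 0% = DMSO wells given calcium and 100% = 1 mM EGTA wells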
ATG4B inh = blocks human ATG4B protease cleavage of LC3 substrate; ATG4B cleavage of LC3-PLA2, NBD-HPC fluorescence, 1 h; hit rate 0.51% among 340,000; inhibition, % at 8.33 µM; in the data active = inhibition above about 40%
Target sequence (Q9Y4P1 whole entry, looked up): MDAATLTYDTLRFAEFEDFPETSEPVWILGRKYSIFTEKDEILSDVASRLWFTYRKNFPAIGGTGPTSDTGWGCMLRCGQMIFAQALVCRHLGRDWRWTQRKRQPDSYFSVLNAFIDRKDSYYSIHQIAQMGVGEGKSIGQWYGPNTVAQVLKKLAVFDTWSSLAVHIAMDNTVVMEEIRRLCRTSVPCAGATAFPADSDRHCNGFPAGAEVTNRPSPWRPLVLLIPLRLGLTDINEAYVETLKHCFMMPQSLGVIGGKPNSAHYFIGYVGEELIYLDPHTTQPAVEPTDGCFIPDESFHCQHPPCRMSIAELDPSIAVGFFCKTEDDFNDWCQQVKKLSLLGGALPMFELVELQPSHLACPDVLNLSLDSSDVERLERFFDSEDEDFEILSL
mIAP inh = mouse IAP inhibition. purified mouse IAP, CDP-Star luminescence, 30 min. hit rate 0.2% among 330,000. inhibition, % at 10 µM;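 active = inhibition of at least 40% at 10 µM in the primary screen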;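 also: plate controls were DMSO with enzyme for no effect and no enzyme wells for full effect; values of inactives mirror those of a sister screen read the other way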
APOBEC3G inh = inhibitors of human APOBEC3G DNA deaminase; Q9HC16; recombinant A3G, ssDNA deamination FAM/TAMRA fluorescence; inhibition, % at 20 µM; hit rate 0.28% among 330,000; AID 493012;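 active = inhibition of at least 40% at 20 µM, with no more than 30% in the related APOBEC3A deaminase screen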;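 also: plate controls were DMSO wells with A3G for no effect and wells lacking A3G enzyme for full effect; some compounds called inactive have numbers as strong as hits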
Target sequence (Q9HC16 whole entry, looked up): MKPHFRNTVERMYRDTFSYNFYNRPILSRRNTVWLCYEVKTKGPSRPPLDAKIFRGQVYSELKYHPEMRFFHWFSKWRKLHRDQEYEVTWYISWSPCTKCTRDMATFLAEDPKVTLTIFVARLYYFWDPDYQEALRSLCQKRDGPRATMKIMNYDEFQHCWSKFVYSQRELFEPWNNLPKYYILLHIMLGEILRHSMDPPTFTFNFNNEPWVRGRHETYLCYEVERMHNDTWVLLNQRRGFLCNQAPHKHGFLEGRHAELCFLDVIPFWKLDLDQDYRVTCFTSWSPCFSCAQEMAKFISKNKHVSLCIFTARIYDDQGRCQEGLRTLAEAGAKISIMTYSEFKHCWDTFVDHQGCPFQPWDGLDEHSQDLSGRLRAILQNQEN
beta cell repl = MIN6 beta-cell proliferation induction | MIN6 cells proliferation, ATPlite luminescence, 48 h; cells starved in 0.2% serum; 100% = growth in 10% serum | proliferation, % at 10 µM | hit rate 0.29% among 330,000;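 active = compounds whose signal lies at least 3.5 SD above the mean of all wells on their plate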;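 also: 0% = DMSO-treated cells in low-serum medium and 100% = 10% serum control; some compounds called inactive have numbers as strong as hits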
hIAP inh = human IAP inhibition; P09923; purified IAP, CDP-Star luminescence, 30 min; inhibition, % at 10 µM; hit rate 0.12% among 330,000; AID 2544;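 active = inhibition reaching a set limit with compound at 10 µM in the primary screen, cut at about 35% in these data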;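 also: plate controls were DMSO wells with enzyme for no effect and no-enzyme buffer wells for full effect; values of inactives mirror those of a sister screen read the other way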
* marks the source's active call; other numbers are inactive results.

SMILES	mIAP activ	APOBEC3A inh	hIAP act	MPTP inh	ATG4B inh	mIAP inh	APOBEC3G inh	beta cell repl	hIAP inh
NS(=O)(=O)c1ccc(CCNC(=O)COC(=O)C2CCC2)cc1	1.2	-3	1.2	-3.4	-4	-17	6	-1	-19
Cc1ccc(-c2cc(=O)c3cc(C)ccc3[nH]2)cc1	0.94	1	1	0.3	72*	6	-11	-6	0
O=C(NCCSCc1ccccc1)c1cc(S(=O)(=O)N2CCOCC2)ccc1F	1.1	2	0.85	-1.7	-1	-5	-2	-1	15
CCOC(=O)N1CCN(C(=O)Cc2ccc(C)cc2)CC1	0.97	2	1	0.5	1	3	3	0	0
CC1(C)C(=O)NCCN1C(=O)CSc1nccc(-c2ccc(Br)cc2)n1	0.96	1	0.88	-0.7	-2	4	-3	-1	12
O=C(CCc1nc2ccccc2c(=O)[nH]1)OCC(=O)c1cccc(Cl)c1	1	-3	0.99	-0.1	-1	-3	-10	-2	1
COc1cccc(NC(=O)C2CCCN(c3ncnc4c3nc3n4CCCCC3)C2)c1 (configuration not stated)	1	-3	1.4	-1.5	-2	-4	-5	6	-42
CCCCCCNC(=O)Cc1ccc(Br)cc1	1	-5	0.99	-2.1	7	-2	-6	4	1
COc1ccc(/C=N/NS(=O)(=O)c2ccc(F)cc2)cc1COc1cc(F)ccc1[N+](=O)[O-]	0.86	-2	1.1	4.5	-10	14	-8	-4	-12
Cc1ccc2cc(C3CC(c4ccco4)=NN3S(=O)(=O)c3ccccc3)c(Cl)nc2c1 (configuration not stated)	0.88	4	1.1	1.5	-10	12	-3	-3	-10
CCCCCNC(=O)Cc1cc(=O)[nH]c(=O)[nH]1	1	-4	0.86	-1.4	5	-1	-5	-1	14
CC1(C)c2[nH]c3ccccc3c2C[C@H]2C(=O)N(Cc3cccc(F)c3)C(=O)N21	1.1	-3	0.97	1.2	6	-9	-9	-4	2
N#CCc1nc(CSc2nc3ccccc3s2)cs1	0.86	-9	1.3	-0.7	0	14	-12	-4	-30
CCOC(=O)CSc1nnc(NC(=O)c2cccc(S(=O)(=O)N3CCCCC3)c2)s1	0.97	1	1	0.9	-20	3	-6	0	-1
O=C(OCCN1C(=O)c2ccccc2C1=O)c1cc2ccccc2o1	0.93	-2	1.1	-0.6	5	8	-5	-2	-8
Cc1cccc(NC(=O)/C(C#N)=C/c2ccc(Cl)cc2)n1	0.95	-5	0.99	1.4	1	5	-14	0	1
CN(CC(=O)Nc1ccc(N2CCOCC2)cc1)C(=O)C1CCCC1	1	-2	0.9	-1.3	-6	-5	-3	-2	10
Cc1noc(C)c1COc1cccc(C(=O)NC(C)(C)C)c1	1.1	-5	1.2	1.2	4	-12	-10	-4	-18
Nc1cccc(Nc2ccccc2)c1	0.93	-1	0.98	-0.8	0	7	4	-2	2
CCC(CO)Oc1cc(NC(=O)c2cccc3ccccc23)c2ncn(C(C)C)c2c1 (configuration not stated)	1.1	-4	0.85	-1.0	-7	-7	-9	-3	15
CSc1ccccc1NC(=O)c1c(C)noc1C	0.97	0	0.91	0.6	2	3	-6	-1	9
CSCCC(NC(=O)c1ccccc1Cl)C(=O)OCC(=O)N1CCCC1=O (configuration not stated)	1.1	0	0.99	0.6	5	-5	10	-2	1
O=c1[nH]c(=O)c2nnc(N/N=C/c3ccccc3F)nc2[nH]1	0.88	-5	1.1	1.7	-4	12	-2	-2	-8
CC1CCN(CCC(=O)Nc2ccc3c(c2)CCC3)CC1	1.1	-4	1.3	-0.7	-22	-14	-7	0	-32
O=C(CCCN1C(=O)c2cccnc2C1=O)Nc1ccc(Br)cc1	0.93	4	0.77	-0.6	-6	7	-3	3	23

2 compounds drawn at random from the list so far, as already listed:
SMILES	mIAP activ	APOBEC3A inh	hIAP act	MPTP inh	ATG4B inh	mIAP inh	APOBEC3G inh	beta cell repl	hIAP inh
O=C(NCCSCc1ccccc1)c1cc(S(=O)(=O)N2CCOCC2)ccc1F	1.1	2	0.85	-1.7	-1	-5	-2	-1	15
Nc1cccc(Nc2ccccc2)c1	0.93	-1	0.98	-0.8	0	7	4	-2	2

Other structures:
SMILES	mIAP activ	APOBEC3A inh	hIAP act	MPTP inh	ATG4B inh	mIAP inh	APOBEC3G inh	beta cell repl	hIAP inh
O=C(COc1ccc(S(=O)(=O)NCc2ccccc2)cc1)NCc1cccnc1	1	-1	0.95	2.2	9	-2	-5	-2	5
O=C(c1ccc(Cl)c(S(=O)(=O)N2CCCCCC2)c1)N1CCN(c2ccccc2O)CC1	0.95	0	0.99	-0.2	-5	5	-7	-5	1
COC(=O)C1=C(C)NC(C)=C(C(=O)OC)C1C(=O)OCC(=O)c1ccc(F)cc1	1	0	1.2	1.7	1	0	-1	-3	-15
Cc1ccc(-n2cc(CNCCN3CCOC3=O)c(-c3ccc(F)cc3)n2)cc1	1.1	-4	1.1	-1.9	4	-11	-4	-4	-10
COC(=O)C1=C(C)NC(=O)C1(Nc1ccc(Cl)cn1)C(F)(F)F (configuration not stated)	1.1	1	0.92	0.1	-2	-9	-3	-3	8
CCOc1cc(/C=C/C(=O)c2ccc(C)cc2)ccc1OCC(=O)N(C)C	0.92	0	1.1	0.7	-1	8	0	-3	-14
CC(=O)N=Nc1[nH]c(N)c2ccccc12	1	-1	1.5	1.5	6	0	-4	0	-49
COC(=O)C1(Cc2ccc(O)c(CC3OC3(C)C)c2)OC(=O)C(O)=C1c1ccc(O)cc1 (configuration not stated)	0.85	1	0.91	0.6	-23	15	4	-3	9
O=C(NCCc1c[nH]c2ccccc12)C(F)(F)F	1	6	1.1	-5.1	1	0	0	-1	-10
CCN1CNC(=S)N(c2ccccc2C)C1	1.1	-3	0.83	0.0	-1	-10	-3	-2	17
CCCC(c1nnnn1CC1CCCO1)N1CCN(c2nc3ccccc3s2)CC1 (configuration not stated)	0.96	2	0.98	-1.0	-13	4	-6	2	2
O=C1N[C@@H](Cc2c[nH]c3ccccc23)COC(=O)[C@@H](Cc2ccc(F)cc2)C/C=C\C[C@H]1CC(=O)N(CCO)Cc1ccccc1	1.6	-2	1	0.8	-22	-55	-4	-6	0
Nn1c(SCc2ccc(F)cc2)nnc1-c1ccncc1	0.89	0	0.97	3.3	-5	11	-1	-1	3
O=C(NCc1cccs1)C12CC3CC(CC(C3)C1)C2	1.1	5	1	0.1	1	-9	5	3	-2
O=C(O)CN1C(=O)/C(=C\C(Br)=C\c2ccccc2)SC1=S	0.82	5	0.97	2.7	20	18	2	-5	3
CC1CC(=O)N(CC(=O)N2CCCC2)c2ccccc2S1 (configuration not stated)	1	2	0.86	-0.1	8	-3	-3	0	14
CCOc1ccc(Nc2nc(N3CCCCC3)nc(N3CCCCC3)n2)cc1	1.1	-1	0.95	2.9	-18	-14	4	-4	5
COc1cc(C(C)=O)ccc1OC(=O)C(C)N1C(=O)c2ccccc2C1=O (configuration not stated)	0.95	-5	0.88	3.2	-15	5	-7	-1	12
COc1nc(Nc2nc3ccccc3c(=O)[nH]2)nc2ccc(C)cc12	0.91	31	2	2.4	8	9	7	-6	-96
O=C(c1cnn2c(C(F)F)cc(C3CC3)nc12)N1CCOCC1	1.1	-3	1.9	0.5	-2	-5	-6	-2	-93
CC(C)c1ccc(S(=O)(=O)N2CCC(C(=O)NCC3(N(C)C)CCCCC3)CC2)cc1	0.93	-2	1.1	-0.3	-2	7	-6	0	-12
Cc1cccc(C)c1OCCCN1CCCC1	0.99	-1	1	-3.4	-2	1	-4	-5	-3
Oc1c(Br)cc(Cl)cc1C=Nc1ccccc1Br	0.86	4	1.1	32	26	14	-4	-4	-8
COc1ccc(O)c(/C=C(\C#N)C(=O)Nc2cccnc2)c1	0.94	0	0.81	0.1	-11	6	-2	0	19
Cc1cccc(CN2C[C@]34CC[C@@H](C[C@@H]3S2(=O)=O)O4)c1	1	-2	0.93	-0.1	-9	-1	-6	-1	7

Going on with the list:
SMILES	mIAP activ	APOBEC3A inh	hIAP act	MPTP inh	ATG4B inh	mIAP inh	APOBEC3G inh	beta cell repl	hIAP inh
COC(=O)C1Sc2[nH]c(=O)sc2C(c2ccc(Cl)cc2)C1C(=O)OC (configuration not stated)	1.1	-3	1.2	-0.5	-2	-8	-9	-4	-24
Cc1ccc(NCc2nnc(SC(C)C(=O)N/N=C/c3ccc(C)o3)n2-c2ccccc2)cc1 (configuration not stated)	0.94	0	1.2	-0.1	-14	6	-1	-1	-17
CCOC(=O)N1CCN(C(=O)CN(c2ccccc2OC)S(=O)(=O)c2ccc(C)cc2)CC1	0.99	1	1.1	-1.9	-6	1	-4	1	-5
COc1cc(C2C(C#N)=C(N)OC3=C2C(=O)CC(C)(C)C3)ccc1OC(=O)N1CCOCC1 (configuration not stated)	1.1	0	0.78	-0.2	-5	-5	6	-1	22
O=C(CNC(=O)c1ccc(F)cc1)NCc1ccc(Cl)cc1	1	-2	1.1	0.9	5	-1	-2	-3	-5
O=c1c2c(nc3n1CCCCC3)sc1c(O)c(Br)ccc12	1	1	0.89	-0.9	-6	-1	-2	-4	11
Cc1nn(Cc2ccc([N+](=O)[O-])cc2)c(=O)n1-c1cccc(F)c1	1	1	0.94	0.2	-5	-1	-4	1	6
COc1ccc(CC(=O)NCc2ccccc2)cc1OC	0.95	2	1.1	-0.5	-4	5	-6	-3	-6
CC(=O)Nc1ccc(OCC(O)CN2CCCCC2C)cc1 (configuration not stated)	0.73	-4	0.9	-0.6	-7	27	-10	0	10
COc1ccc(-c2nnc(SCC(=O)N/N=C/c3ccccc3C(=O)O)n2-c2ccccc2)cc1	0.96	-2	1	-1.0	-6	4	-7	-1	-2
COc1ccc(Cl)cc1NC(=O)Nc1ccccc1C(N)=O	1	-1	0.93	1.2	-4	-2	-4	-2	7
Cc1ccc(C(=O)N2CCN(S(=O)(=O)c3ccccc3[N+](=O)[O-])CC2)o1	0.97	13	1	2.0	-8	3	-7	0	-1
CCC1(CC)NC(=O)N(CC(=O)N2CCN(S(=O)(=O)c3cccc(F)c3)CC2)C1=O	1	-6	1.2	-1.2	6	-5	-9	7	-19
CC(C)Oc1ccc(CN2CCC(n3nccc3NC(=O)C3CC3)CC2)cc1	1	0	1.3	0.6	-5	-1	-8	0	-34
C=CCSc1[nH]c(=O)cc(C)c1C(N)=O	0.96	-4	0.88	1.9	-10	4	-5	6	12
CC(=O)NCc1ccc(C(=O)CN2C(=O)NC3(CCCCC3C)C2=O)s1 (configuration not stated)	0.96	1	0.99	-0.4	4	4	-11	-1	1
O=C(OCC(=O)c1ccc(Cl)s1)c1cncc(Br)c1	0.94	-3	0.97	0.0	-7	6	-7	2	3
COc1ccc(N(C)C(=O)c2ccc3nc(-c4ccccc4)c(-c4ccccc4)nc3c2)cc1	0.88	0	0.98	-0.7	-13	12	0	-4	2
CCCCNC(=O)CSc1nnc(NC(C)=O)s1	0.91	0	0.99	-4.9	0	9	-2	-1	1
CCC1CCCCN1C(=O)CCCOc1ccccc1 (configuration not stated)	1	-2	1.1	-0.1	-11	-4	-4	0	-11
COc1cc(Cl)ccc1OCc1cc(C(=O)N[C@H]2CCCCNC2=O)no1	1	-3	1.4	-1.1	-3	-2	-3	-3	-42
O=C(NCc1cccnc1)C(=O)Nc1nc(C23CC4CC(CC(C4)C2)C3)cs1	0.9	1	1.4	3.2	5	10	-1	-1	-38

Taken from above:
NS(=O)(=O)c1ccc(CCNC(=O)COC(=O)C2CCC2)cc1 in hIAP inh has -19
Cc1ccc(C(=O)N2CCN(S(=O)(=O)c3ccccc3[N+](=O)[O-])CC2)o1 in hIAP act has 1
COc1cc(C2C(C#N)=C(N)OC3=C2C(=O)CC(C)(C)C3)ccc1OC(=O)N1CCOCC1 (configuration not stated) in mIAP inh has -5
COC(=O)C1=C(C)NC(C)=C(C(=O)OC)C1C(=O)OCC(=O)c1ccc(F)cc1 in mIAP activ has 1
